PTHR1 ag = qHTS for PTHR1 Agonists: Primary Screen. Parathyroid hormone/parathyroid hormone-related peptide receptor (Homo sapiens), Q03431. HEK293 GP2 PTHR1 cells, GloSensor cAMP luminescence, 1 h. Potency, µM (doses to about 115 µM), without a hit: at the highest dose activation, hits mostly activators. actives 0.075% (n = 410,000); note: potency is the fitted concentration of half-maximal effect; nearly all actives have a fitted effect of over 55% in size; some results filed as inactive show a strong effect at the top dose; inactives centre near -15; many of its hits are not listed in these tables
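HEK-293-derived GP2 cells expressing PTHR1 and a GloSensor cAMP reporter, 3,000/well, plated overnight, given luciferin plus IBMX (each 0.5 mM as added) for 1 h at 37 °C, then compound for 1 h at 37 °C. Luminescence was read after 15 min at room temperature.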
TDP43 rescue = qHTS of TDP-43 Inhibitors; TDP-43 expressing yeast growth rescue, BacTiter-Glo, 24 h; Potency, µM (doses to about 46.1 µM), for inactives: at the top dose growth rescue (activation), usual class: activators; actives 1.8% (n = 410,000); AID 652104, 2013; note: potency is the fitted concentration of half-maximal effect; % of control where 0% means no effect; nearly all actives have a fitted effect of over 50% in size
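Readout is BacTiter-Glo luminescence of cell growth, so inhibitors register as activators. TDP-43-expressing yeast at OD600=0.02 in galactose medium, after raffinose pregrowth to mid-log, were incubated with compound for 24 hr at 30 deg C.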
KB-V1 cytotox = qHTS assay for MDR1-selective chemotherapeutics: Primary screen using the drug-selected MDR subline cells KB-V1; Potency, µM (highest dose often 46.1 µM), for inactives: at the highest dose activity change, negative = cytotoxicity, hits mostly cytotoxic; actives 3.4% (n = 400,000); AID 1347076, 2019; KB-V1 MDR cells viability, CellTiter-Glo, 72 h; note: potency is the fitted concentration of half-maximal effect; % is set by controls: 0 for no effect and ±100 for the full control effect; nearly all actives have a fitted effect of over 60% in size
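qHTS viability screen in drug-selected KB-V1 MDR cells: 72 h compound treatment at 37 degrees C, ATP luminescence end point.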
GLP1R ag = qHTS of GLP-1 Receptor Agonists | Glucagon-like peptide 1 receptor (Homo sapiens), P43220 | HEK293 GLP-1R CRE-luciferase, luminescence, 4-6 h; cells express a hypersensitive GLP-1R form | Potency, µM (doses to about 45.6 µM), without a hit: at the highest dose activation, usual class: activators | actives 0.007% (n = 380,000); note: potency is the fitted concentration of half-maximal effect; % of control where 0% means no effect
Target sequence (P43220 whole entry, looked up): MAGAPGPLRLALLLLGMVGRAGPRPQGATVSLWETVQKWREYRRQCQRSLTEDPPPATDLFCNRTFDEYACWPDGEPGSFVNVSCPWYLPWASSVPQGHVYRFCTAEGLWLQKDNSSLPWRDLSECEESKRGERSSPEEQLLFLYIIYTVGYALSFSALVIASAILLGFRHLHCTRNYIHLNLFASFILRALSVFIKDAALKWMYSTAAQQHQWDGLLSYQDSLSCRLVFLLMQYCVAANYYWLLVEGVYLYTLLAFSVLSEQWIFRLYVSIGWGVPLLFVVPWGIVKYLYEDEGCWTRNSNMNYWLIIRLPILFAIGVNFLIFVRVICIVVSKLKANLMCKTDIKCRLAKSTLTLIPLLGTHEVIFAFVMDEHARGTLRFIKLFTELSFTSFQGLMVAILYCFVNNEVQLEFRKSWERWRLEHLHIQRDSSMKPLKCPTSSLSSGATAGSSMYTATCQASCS
DRD3 antagonist = qHTS of D3 Dopamine Receptor Antagonist: qHTS; D(3) dopamine receptor (Homo sapiens), P35462; D3R cells, DiscoveRx beta-arrestin luminescence, antagonist mode; stronger effect = lower value; max response, negative = inhibition, %; actives 2.5% (n = 360,000); in the data active = max response below about -50%; inconclusive = no clear call, values can overlap the other calls; note: % is set by controls: 0 for no effect and ±100 for the full control effect; mostly tested at two doses, the higher about 12 µM
Target sequence (P35462 whole entry, looked up): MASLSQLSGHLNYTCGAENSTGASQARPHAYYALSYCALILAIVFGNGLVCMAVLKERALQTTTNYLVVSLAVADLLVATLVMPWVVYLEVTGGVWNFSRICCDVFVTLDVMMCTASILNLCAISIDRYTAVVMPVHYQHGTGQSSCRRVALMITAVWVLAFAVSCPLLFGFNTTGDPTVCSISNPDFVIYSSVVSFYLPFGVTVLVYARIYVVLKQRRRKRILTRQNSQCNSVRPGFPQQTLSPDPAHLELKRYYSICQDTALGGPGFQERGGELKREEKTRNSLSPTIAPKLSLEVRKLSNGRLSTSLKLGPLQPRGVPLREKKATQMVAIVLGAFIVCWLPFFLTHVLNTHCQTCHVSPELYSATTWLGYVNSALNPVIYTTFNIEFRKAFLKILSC
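Cells plated overnight at 1500 cells/well, then exposed to library compounds with dopamine controls for 90 minutes at 37 degrees C. DiscoveRx reagent added for 30–60 minutes at room temperature; luminescence read, quantitative HTS format.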
GLP1R inv ag = qHTS of GLP-1 Receptor Inverse Agonists (Inhibition Mode); Potency, µM (highest dose often 38.3 µM), without a hit: top-dose activity change, negative = inhibition, most hits filed as inhibitors; Glucagon-like peptide 1 receptor (Homo sapiens), P43220; HEK293 GLP-1R CRE-luciferase, luminescence, 24 h; GLP-1R form is constitutively active; actives 1.6% (n = 410,000); note: potency is the fitted concentration of half-maximal effect; % is set by controls: 0 for no effect and ±100 for the full control effect; nearly all actives have a fitted effect of over 55% in size
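Luminescence readout: a drop in cAMP-driven luciferase signal flags inverse agonism at a constitutively active GLP-1R stably expressed in HEK293. Compound exposure lasted 24 hr at 37 deg C, 5% CO2.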
GLP1R cytotox = qHTS of GLP-1 Receptor Inverse Agonists: Cytotox Screen; HEK293 cAMP-luciferase reporter cells, luminescence, 24 h; Potency, µM (top dose mostly 38.3 µM), for inactives: at the top dose activity change, negative = inhibition, actives largely listed as inhibitors; actives 0.13% (n = 410,000);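 note: loss of luciferase light is scored as toxicity; potency is the fitted concentration of half-maximal effect; % is set by controls: 0 for no effect and ±100 for the full control effect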
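MLSMR compounds, 24 hr on cells at 37 deg C/5% CO2; luminescence after luciferase reagent (12 min RT). Inhibition counted as the undesired cytotoxic outcome.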
DRD3 agonist = qHTS of D3 Dopamine Receptor Agonist: qHTS. D3R DiscoveRx beta-arrestin cells, luminescence, 90 min. actives 0.58% (n = 410,000). D(3) dopamine receptor (Homo sapiens), P35462. max activation, %; in the data active = max activation above about 30%; note: 0% is about no effect; mostly tested at two doses, the higher about 12 µM
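Agonist-mode cell screen: cells plated at 1500/well and incubated overnight at 37 °C, then exposed to library compounds for 90 min at 37 °C. Detection reagent was added for 30–60 min at room temperature, and luminescence was read.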
aSyn yeast inh = qHTS of alpha-syn Inhibitors; actives 0.14% (n = 370,000); AID 652106, 2013; Potency, µM (doses to about 46.1 µM), for inactives: at the highest dose growth rescue (activation), usual class: activators; Yeast expressing alpha-synuclein, growth rescue, BacTiter-Glo, 24 h; note: potency is the fitted concentration of half-maximal effect; % of control where 0% means no effect; nearly all actives have a fitted effect of over 65% in size
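Galactose-induced alpha-syn yeast (OD600=0.02, raffinose-pregrown) + pinned cpd, 24 hr, 30 deg C; growth by BacTiter-Glo luminescence. Growth restoration scores as activation.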
Active calls of the source: *; i = inactive; ? = inconclusive; . = not tested or not shown; & = joins results of further samples; ! = not confirmed by another sample; [ ] = another dose, or the depositor's remark. Unless noted, calls come from the whole dose curve; as a rule, active = well fitted curve in the direction sought with a large enough effect; inconclusive = small, poorly fitted or top-dose-only effect, or another doubt; inactive = no such curve, though single readings can be large; an effect the other way counts as inactive or inconclusive.

SMILES	PTHR1 ag	TDP43 rescue	KB-V1 cytotox	GLP1R ag	DRD3 antagonist	GLP1R inv ag	GLP1R cytotox	DRD3 agonist	aSyn yeast inh
O=c1oc2c(F)cc(F)cc2cc1S(=O)(=O)c1ccc(F)cc1	-94%[inhibitor]	14%	.	.	.	-10%	.	-3	.
COc1ccc(Cc2noc(CN3CCCC(C(=O)c4cccs4)C3)n2)cc1OC (stereo unspecified)	i	-7%	?	13%	4	-14%	0%	7	2%
O=C(O)CC(C(=O)O)N1C(=O)/C(=C/C=C/c2ccco2)SC1=S (stereo unspecified)	i	12%	-2%	-3%	31	4%	-1%	2	5%
Cc1cc(-c2ccccc2)c2ccc(NC(=O)C(C)(C)C)nc2n1	-42%[inhibitor]	4%	-26%	-3%	2	?	5%	-1	5%
Nc1nc(O)c(Sc2ccccc2[N+](=O)[O-])c(=O)[nH]1	i	-15%	-4%	1%	-21	20%	-6%	-2	-2%
COC(=O)NC(C)N1C(=O)C2C3C=CC(C3)C2C1=O (stereo unspecified)	i	-15%[1.82 µM]	0%	8%	12	5%	1%	12	0%
Cc1ccc(S(=O)(=O)Nc2ccc(S(=O)(=O)NCC3CCCO3)cc2)cc1 (stereo unspecified)	-26%	-3%	-7%	6%	-14	4%	6%	2	1%
COc1ccc(-c2cn3cccnc3n2)cc1NC(=O)Cc1ccccc1	17%	-7%	.	.	.	5%	1%	-4	.
CCOC(=O)N1CCc2c(sc3c2C(=O)NC(c2ccc(N(C)C)cc2)N3)C1 (stereo unspecified)	i	14%	.	.	.	?	-6%	-8	.
CCOC(=O)C(=NO)C1=CSC2=NNC(C)(C)N12	-1%	?	?	0%	17	?	?	1	-8%
CC(=O)Cc1nsc(NC(=O)c2ccc(-c3cc(C(F)(F)F)ccc3Cl)o2)n1	i	-15%	-12%	-6%	-25	-4%	?	6	-2%
CCOC(=O)C(/C=N/c1cc(C)nn1-c1ccccc1)=C(\C)O	i	?	6%	7%	17	47%[activator]	0%	-1	10%
COc1ccccc1C(c1nnnn1CCc1ccccc1)N1CCCCCC1 (stereo unspecified)	-35%[inhibitor]	-2%	16µM*	3%	-25	11µM*	-18%	2	2%
COc1ccc2cc(C)c3nnc(SCC(=O)Nc4nc(-c5ccc(F)cc5)cs4)n3c2c1	-16%	0%	?	0%	-6	9%	-1%	2	5%
CCOc1ccc2ccccc2c1C(=O)N1CCOCC1	i	-13%	19%	-12%	11	-8%	-2%	6	8%
CCOC(=O)C1CCCN(C(=O)c2cc(Cl)ccc2NC(=O)C2=C(C)OCCS2)C1 (stereo unspecified)	-19%	0%	-8%	-3%	-13	-5%	2%	4	0%
CCOc1ccc(NC(=O)COC(=O)CCC(=O)c2cccs2)cc1	-12%	29%	-8%	-3%	12	12%	2%	2	4%
Cc1cc(SCC(=O)NC(=O)NCc2ccco2)nc2c(C)cccc12	25%[57.5 µM]	-9%	-45%	5%	27	0%	-1%	-15	11µM*
CSC(=S)N/N=C(\C)c1ccccc1	13%	-3%	3%	-5%	4	?	?	-15	-16%
CCOCCCNC(=O)C1CCN(C(=O)c2cc3sccc3n2C)CC1	i	21%	4%	.	.	-6%	1%	7	.
CCn1cc(C(=O)N2CCN(c3cccc(Cl)c3)CC2)c2cc(OC)c(OC)cc2c1=O	-24%&-10%	?	21µM*!	0%&11%	13	?	-17%&-26%	-4&0	-1%
CCN1CCCC1CNC(=O)c1[nH]c2ccc(OC)cc2c1C (stereo unspecified)	-2%	7%	3%	0%	-61*	?	-6%	-15	1%
COc1ccc2cc(CCNC(=O)c3ccc(S(=O)(=O)N4CCOCC4)cc3)c(=O)[nH]c2c1	i	-9%	0%	3%	-10	3%	2%	-1	-5%
O=Cc1ccc([B-](F)(F)F)s1	-23%	8%	0%	-4%	-1	3%	2%	-3	-18%
COc1ccc(C)cc1NC(=O)C(OC(=O)c1ccc([N+](=O)[O-])o1)c1ccccc1 (stereo unspecified)	-24%	?	-5%	-1%	-24	-21%	-35%	-2	7%
CCOc1ccc(NC(=O)NCCn2nnc3cc(S(=O)(=O)N(C)C)ccc32)cc1	-4%	-11%	-8%	.	.	2%	3%	6	.
CCOc1cc(C(=O)OCC(=O)Nc2c(C)cccc2C)ccc1OCC(=O)N1CCOCC1	-2%	3%	-10%	0%	8	10%	4%	4	-5%
CN1C(=O)/C(=C/c2ccc(C(=O)Nc3ccc(O)cc3C(=O)O)cc2)SC1=S	-16%	18%	23%	1%	24	4%	-13%	4	7%
CN(C(=O)c1ccc(OC2CCN(C(=O)c3cccnc3)CC2)cc1)C1CCCCC1	i	-3%	-4%	1%	17	16%	5%	5	0%
O=C(Nc1ccc(N2CCC(N3CCCCC3)CC2)c(C(=O)O)c1)c1ccc(Br)cc1	-22%	-22%	0%	.	.	36%[activator]	5%	-5	.
O=C(NCc1ccncc1)c1ccc(Br)cc1	-9%[57.5 µM]	-6%	26%	-1%	-1	0%	-9%	-6	6%
CC(C)Cc1nccs1	i	8%	1%	-1%	8	1%	-42%	2	-1%
COc1ccc(NC(=O)C(C)NS(=O)(=O)c2ccc(NC(C)=O)cc2)cc1Cl (stereo unspecified)	i	-12%	0%	-1%	-12	27%	8%	-1	-2%
COc1ccc(OCC(=O)NNC(=O)c2cccc(O)c2)cc1	-6%	4%	-1%	5%	15	-6%	-2%	4	6%
CCN(C(=O)CCNC(=O)Cn1cnc2ccccc2c1=O)c1cc(OC)ccc1OC	i	3%	-2%	.	.	-1%	-3%	0	.
CCOC(=O)C1=CN(Cc2cccc(F)c2)S(=O)(=O)N(CC)C1c1cccc(OC)c1 (stereo unspecified)	-2%	6%	0%	-2%	4	?	1%	0	-1%
CC(C(=O)N1CCOCC1)N1C(=O)C2C3CC(C(Br)C3Br)C2C1=O (stereo unspecified)	-2%	-11%	?	3%	19	3%	8%	-7	7%
CC(=O)Nc1cccc(C(=O)NC2CCCc3c2cnn3-c2ccc(C(C)(C)C)cc2)c1 (stereo unspecified)	-20%	2%	-11%	17%	18	?	-3%	33*	0%
COc1ccc(Cl)cc1NC(=S)NCc1cccs1	i	?	0%	2%	-10	-29%	-1%	-12	0%
CCOC(=O)c1c(C)n(CC(COC(C)=O)OC(C)=O)c2ccc(OC(C)=O)cc12 (stereo unspecified)	-10%[57.5 µM]	3%	9%	5%	-10	55%	-7%	-11	-1%

Among those listed so far, 3 contain an aryl thioether with sulfur outside any ring:
SMILES	PTHR1 ag	TDP43 rescue	KB-V1 cytotox	GLP1R ag	DRD3 antagonist	GLP1R inv ag	GLP1R cytotox	DRD3 agonist	aSyn yeast inh
Nc1nc(O)c(Sc2ccccc2[N+](=O)[O-])c(=O)[nH]1	i	-15%	-4%	1%	-21	20%	-6%	-2	-2%
COc1ccc2cc(C)c3nnc(SCC(=O)Nc4nc(-c5ccc(F)cc5)cs4)n3c2c1	-16%	0%	?	0%	-6	9%	-1%	2	5%
Cc1cc(SCC(=O)NC(=O)NCc2ccco2)nc2c(C)cccc12	25%[57.5 µM]	-9%	-45%	5%	27	0%	-1%	-15	11µM*

Next part:
SMILES	PTHR1 ag	TDP43 rescue	KB-V1 cytotox	GLP1R ag	DRD3 antagonist	GLP1R inv ag	GLP1R cytotox	DRD3 agonist	aSyn yeast inh
Cc1ccc(-n2c(=S)sc3c(=O)n(-c4ccccc4C)c(SCC(=O)O)nc32)cc1C	-44%[inhibitor]	13%	-10%	-5%	-15	12%	0%	-2	-3%
O=C(CSc1nnc(-c2ccncc2)n1Cc1ccco1)Nc1ccccc1Cl	i	15%	-4%	-1%	0	3%	-18%	2	2%
O=C(NC1CCSC1=O)c1ccc(Oc2ccc(F)cc2)nc1 (stereo unspecified)	-1%	21%	9%	22%	0	?	9%	-2	4%
Cc1ccc(-c2csc(/C(C#N)=C/Nc3ccccc3SC(F)(F)F)n2)cc1	-2%	9%	6%	-5%	10	8%	6%	2	-1%
COc1ccc(-c2c(C)oc3cc(O)cc(O)c3c2=O)cc1OC	-40%[inhibitor]	6%	?	22%	11	73%[activator]	-12%	11	?
C=CCNC(=O)C1CC(=O)N(c2ccc(OCC(=O)NCc3ccccc3)cc2)C1 (stereo unspecified)	i	13%	0%	-13%	6	-6%	55%[activator]	-4	-4%
Cc1cccc(N2C(=O)C3C4C=CC(CC4)C3C2=O)c1 (stereo unspecified)	i	-1%	2%	0%	-13	-28%	7%	-4	-2%
COc1ccc(CC(=O)NCc2n[nH]c(=S)n2-c2ccccc2OC)cc1	15%	24%	4%	-1%	15	16%	6%	1	-12%
O=c1oc2ccc(Cl)cc2cc1-c1nc(-c2cccs2)no1	i	25%	.	.	.	0%	23%	-18	.
O=C(CSC1=Nc2ccccc2N=C(c2ccc(F)cc2)C1)Nc1cccc(C(F)(F)F)c1	-5%	16%	-22%	1%	.	?	-17%	-6	.
O=C(/C=C/c1ccc([N+](=O)[O-])cc1)N1CCN(S(=O)(=O)c2cccs2)CC1	-81%[inhibitor]	3%	-12%	1%	-10	5%	-11%	-5	2%
CCCOc1ccc(-c2nnc(-c3cccs3)o2)cc1	-83%[inhibitor]	-18%	0%	11%	-16	15%	7%	-8	-2%
CC(=O)Nc1ccc2nc(NC(=O)c3cccnc3)sc2c1	i	10%	-7%	-3%	-5	5%	0%	-4	-8%

Some values from the list.
Result for CC(=O)Nc1ccc2nc(NC(=O)c3cccnc3)sc2c1 in DRD3 antagonist: -5
Result for C=CCNC(=O)C1CC(=O)N(c2ccc(OCC(=O)NCc3ccccc3)cc2)C1 (stereo unspecified) in GLP1R inv ag: -6%

Only part of the results is shown. The share of hits here may be higher or lower than overall.
